Screening results as filed in PubChem.
ARFGAP1 inh: inhibitors of rat ARFGAP1. Q62848. Arfgap1-stimulated ARF1 GTP hydrolysis, GDP FP detection. inhibition, % at 16.5 µM. 0.26% of 360,000 active. AID 651572;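 active = inhibition above a per-plate limit, mean inhibition of low control wells plus 3 SD, cut at about 25% in these data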;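 also: 0% = DMSO wells with enzyme and 100% = wells lacking Arfgap1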
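Assay system: purified rat His6-Arfgap1 residues 1-136 (GAP domain); Reagent: human Δ17 ARF1 bound to GTP; Dosing: 16.5 µM single point, 1.26% DMSO; Times: GTP hydrolysis reaction 2 h at 25 °C; Signal: FP, GDP Alexa 633 tracer displaced from anti-GDP antibody, 620/688 nm; Measure: % inhibition from polarization.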
ADAM17 inh: ADAM17 inhibition, QFRET primary screen. 0.83% of 370,000 active. inhibition, % at 6.95 µM. AID 720648. recombinant ADAM17, EDANS/DABCYL FRET peptide cleavage. P78536;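 active = inhibition above the mean of compounds lying between control limits plus 3 SD, set per campaign, cut at about 8.5% in these data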;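 also: 0% = DMSO-only wells as the low control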
DDE Tn7 FP inh: disrupts Tn7 cyclic peptide binding to fibrin D-Dimer-E complex. 0.13% of 370,000 active. inhibition, % at 8.3 µM. FP displacement of FITC-Tn7 peptide from fibrin DD(E); 0% = median of compound wells per plate;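 active = inhibition above the mean of compounds falling within the control limits plus 3 SD of them, cut at about 14% in these data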;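 also: 0% = plate median of compound wells and 100% = 10 µM Aha-Tn7 peptide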
Target sequence (P02675 whole entry, looked up): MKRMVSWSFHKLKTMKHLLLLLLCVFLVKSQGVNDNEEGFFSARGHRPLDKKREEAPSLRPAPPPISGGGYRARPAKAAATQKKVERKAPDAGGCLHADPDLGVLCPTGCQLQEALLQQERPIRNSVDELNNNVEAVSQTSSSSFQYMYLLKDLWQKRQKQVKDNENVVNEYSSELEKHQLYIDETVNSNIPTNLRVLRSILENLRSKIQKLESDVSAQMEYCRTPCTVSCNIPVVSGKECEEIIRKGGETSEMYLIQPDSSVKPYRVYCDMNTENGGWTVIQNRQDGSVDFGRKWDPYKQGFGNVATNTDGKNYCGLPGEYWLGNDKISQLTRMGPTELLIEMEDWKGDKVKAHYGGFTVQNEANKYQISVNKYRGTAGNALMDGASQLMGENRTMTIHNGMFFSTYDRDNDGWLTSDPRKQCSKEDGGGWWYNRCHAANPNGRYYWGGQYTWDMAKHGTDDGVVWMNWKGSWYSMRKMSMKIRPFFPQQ
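Test system – human fibrin DD(E) · Times – 10 min preincubation, 3 h with tracer, room temperature · Detection – fluorescence polarization of the labelled Tn7 tracer · Measure – percent inhibition normalized to high-control wells · Benchmarks – high control wells with 10 µM unlabelled Aha-Tn7 peptide (full inhibition) · Repeats – singlicate testing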
SIAE primary: human SIAE inhibition, primary screen; AID 1053197; inhibition, % at 9.66 µM; SIAE FP-Rh probe binding, fluorescence polarization; 0.69% of 370,000 active;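 active = inhibition above a cutoff: mean of compounds within the control limits plus 3 SD of those, cut at about 17% in these data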;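 also: 0% = plate median of compound wells and 100% = probe without SIAE protein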
Target sequence (Q9HAT2 whole entry, looked up): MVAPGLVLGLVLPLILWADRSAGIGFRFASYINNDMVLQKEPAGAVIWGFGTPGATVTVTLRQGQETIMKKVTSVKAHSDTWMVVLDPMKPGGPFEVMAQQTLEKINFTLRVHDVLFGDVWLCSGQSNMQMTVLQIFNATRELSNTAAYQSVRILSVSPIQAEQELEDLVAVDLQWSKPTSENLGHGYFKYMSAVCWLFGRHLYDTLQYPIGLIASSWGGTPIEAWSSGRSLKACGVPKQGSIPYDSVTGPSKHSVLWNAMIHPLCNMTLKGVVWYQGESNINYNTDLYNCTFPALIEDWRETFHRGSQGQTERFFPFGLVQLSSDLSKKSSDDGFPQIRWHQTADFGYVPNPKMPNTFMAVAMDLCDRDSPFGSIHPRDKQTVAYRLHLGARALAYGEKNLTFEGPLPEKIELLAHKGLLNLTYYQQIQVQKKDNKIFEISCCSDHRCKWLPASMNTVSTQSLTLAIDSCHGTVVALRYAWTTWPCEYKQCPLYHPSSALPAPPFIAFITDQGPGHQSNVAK
ASAP1 inh: blocks human ASAP1-stimulated Arf1 GTP hydrolysis | Q9ULH1 | GDP FP detection | inhibition, % at 16.5 µM | 0.19% of 360,000 active | AID 624377; in the data active = inhibition above about 25%;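 also: 0% = vehicle with enzyme and substrate and 100% = no enzyme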
DDE Tn6 FP inh: disrupts Tn6 cyclic peptide binding to fibrin D-Dimer-E complex; P02675; Fibrin DD(E) TRITC-Tn6 fluorescence polarization displacement; inhibition, % at 8.3 µM; 0.21% of 370,000 active; AID 720509;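 active = inhibition above a per-campaign cutoff: mean of compounds within control limits plus 3 SD, cut at about 15% in these data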;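 also: 0% = median of all compound wells on the plate and 100% = blocking peptide control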
PLCg1 inh: blocks human PLC-gamma1 enzyme activity | P19174 | purified PLC-gamma1, fluorogenic substrate, fluorescence | inhibition, % at 12.2 µM | 0.84% of 370,000 active | AID 720700; in the data active = inhibition above about 9.5%
PLCb3 inh: inhibitors of human phospholipase C beta3 | Q01970 | Purified PLC-beta3, fluorogenic substrate, fluorescence | inhibition, % at 12.2 µM | 0.18% of 370,000 active | AID 720704; in the data active = inhibition above about 11%;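 also: 0% = median of compound wells on plate and 100% = full blocker control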
ADAM10 inh: ADAM10 inhibition, QFRET primary screen. recombinant ADAM10, EDANS/DABCYL FRET peptide cleavage, 3 h. inhibition, % at 7 µM. 0.62% of 370,000 active. AID 720582;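 active = inhibition above a per-campaign cutoff equal to the mean of compounds falling between control-based bounds plus 3 SD, cut at about 20% in these data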;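 also: 0% = DMSO wells while the 100% control is not disclosed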
TDP2 absorb: TDP2 (human) inhibition, absorbance primary screen. O95551. recombinant TDP2, T5PNP hydrolysis, p-nitrophenol absorbance 415 nm. inhibition, % at 12.8 µM. 0.34% of 370,000 active;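 active = inhibition above the mean of all tested compounds plus 3 SD, set per campaign, cut at about 25% in these data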;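 also: 0% = DMSO with enzyme and 100% = buffer with substrate but no TDP2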
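Assay system: recombinant human TDP2 / Reagent: T5PNP substrate at 5 mM, a TopII-DNA adduct mimic / Measured by: epi absorbance from released p-nitrophenol / Evaluation: % inhibition relative to enzyme-containing and enzyme-free wells / Control set: enzyme-free and DMSO wells / Replicates: each compound tested once, singlicate / Schedule: enzyme reaction with compound for 2 h at 37 °C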
Starred values were filed as active, the others as inactive.

CCOC(=O)CSC1=NC(=O)CS1 was read as ARFGAP1 inh -17.1, ADAM17 inh -13.1, DDE Tn7 FP inh -1.2, SIAE primary 3.2, ASAP1 inh -15.6, DDE Tn6 FP inh -6.3, PLCg1 inh -37.2, PLCb3 inh -45.8, ADAM10 inh -33.4 and TDP2 absorb 6.0.
Screening Cc1cc(C)c(NC(=O)C(C)(C)C)c(Cl)c1 returned ARFGAP1 inh 1.3, ADAM17 inh -4.0, DDE Tn7 FP inh -4.2, SIAE primary 2.8, ASAP1 inh 7.6, DDE Tn6 FP inh 3.7, PLCg1 inh 0.5, PLCb3 inh 0.7, ADAM10 inh -1.1 and TDP2 absorb 3.2.
Screening CCn1c(SCC(=O)NC2CCCCC2)nnc1-c1cc2cccc(OC)c2o1 returned ARFGAP1 inh 4.6, ADAM17 inh -0.3, DDE Tn7 FP inh -14.3, SIAE primary 0.5, ASAP1 inh 9.9, DDE Tn6 FP inh -5.8, PLCg1 inh 1.1, PLCb3 inh -0.7, ADAM10 inh 2.1 and TDP2 absorb -12.5.
For CCN(CC)C(=O)C(=O)c1c(-c2ccccc2)[nH]c2ccccc12 the results were ARFGAP1 inh 4.5, ADAM17 inh 1.1, DDE Tn7 FP inh 11.1, SIAE primary 1.7, ASAP1 inh 0.8, DDE Tn6 FP inh -3.8, PLCg1 inh -1.0, PLCb3 inh 0.9, ADAM10 inh 3.8 and TDP2 absorb 9.8.
For COc1ccc(OC)c(CN2C(=O)CCCCC2(C)c2nnnn2C2CCCC2)c1 (configuration not stated) the results were ADAM17 inh -1.1, DDE Tn7 FP inh 1.7, SIAE primary -3.5, DDE Tn6 FP inh -1.7, PLCg1 inh -2.9, PLCb3 inh 5.8, ADAM10 inh -1.6 and TDP2 absorb 9.2.
For O=C1NC(c2ccccc2)(C(F)(F)F)SC2=NCCCN12 (configuration not stated) the results were ARFGAP1 inh -2.6, ADAM17 inh -5.3, DDE Tn7 FP inh -3.1, SIAE primary 4.8, ASAP1 inh -2.7, DDE Tn6 FP inh -1.0, PLCg1 inh -1.9, PLCb3 inh -1.1, ADAM10 inh -2.3 and TDP2 absorb 8.0.
CCCC[C@@H]1CNC(=O)C(=O)N1CCCCC1CCCCC1 was read as ARFGAP1 inh -5.9, ADAM17 inh -1.4, DDE Tn7 FP inh -5.1, SIAE primary -1.1, ASAP1 inh -4.3, DDE Tn6 FP inh -0.9, PLCg1 inh -0.8, PLCb3 inh 1.8, ADAM10 inh -0.7 and TDP2 absorb 3.4.
COc1ccc(CNC(=O)CCNS(=O)(=O)c2ccc3[nH]c(=O)oc3c2)cc1 was read as ADAM17 inh 1.9, DDE Tn7 FP inh -1.5, SIAE primary -0.3, DDE Tn6 FP inh -4.0, PLCg1 inh 1.3, PLCb3 inh -0.4, ADAM10 inh 4.0 and TDP2 absorb 2.0.
Screening Cc1ccccc1CNC(=O)Cn1cnc(S(=O)(=O)N2CCCC2)c1 returned ARFGAP1 inh 5.3, ADAM17 inh 4.4, DDE Tn7 FP inh -0.7, SIAE primary -2.3, ASAP1 inh -7.4, DDE Tn6 FP inh 2.8, PLCg1 inh 3.3, PLCb3 inh -1.4, ADAM10 inh 1.6 and TDP2 absorb -9.2.
For COc1ccc(CN2C(=O)CSCC2(C)C(=O)Nc2c(C)cccc2C)cc1OC (configuration not stated) the results were ARFGAP1 inh 6.4, ADAM17 inh -2.9, DDE Tn7 FP inh -4.2, SIAE primary 4.7, ASAP1 inh -4.3, DDE Tn6 FP inh 3.1, PLCg1 inh 1.3, PLCb3 inh 2.9, ADAM10 inh -8.0 and TDP2 absorb 1.2.
Screening CCc1ccc(NC(=O)CNC(=O)Cn2ccc3ccccc3c2=O)cc1 returned ARFGAP1 inh 14.1, ADAM17 inh 1.2, DDE Tn7 FP inh 0.9, SIAE primary 8.0, ASAP1 inh 11.0, DDE Tn6 FP inh 5.0, PLCg1 inh 2.8, PLCb3 inh -2.7, ADAM10 inh 1.5 and TDP2 absorb 3.4.
For CN1CCN(S(=O)(=O)c2ccc(SCCOc3ccccc3)nc2)CC1 the results were ARFGAP1 inh 11.9, ADAM17 inh -1.2, DDE Tn7 FP inh 2.8, SIAE primary -7.3, ASAP1 inh -4.8, DDE Tn6 FP inh -2.9, PLCg1 inh 2.2, PLCb3 inh 1.2, ADAM10 inh 6.0 and TDP2 absorb -0.3.
COc1ccc(-c2cc3nc(C)c(CCC(=O)N4CCN(c5ccccn5)CC4)c(C)n3n2)c(OC)c1 was read as ARFGAP1 inh 12.7, ADAM17 inh -7.8, DDE Tn7 FP inh 8.6, SIAE primary -5.4, ASAP1 inh 1.9, DDE Tn6 FP inh -6.5, PLCg1 inh -27.2, PLCb3 inh -29.5, ADAM10 inh -9.8 and TDP2 absorb 1.4.
For Cc1ccc(Cl)cc1N1CCN(Cc2nc3ccsc3c(=O)[nH]2)CC1 the results were ARFGAP1 inh -8.8, ADAM17 inh -0.5, DDE Tn7 FP inh 2.1, SIAE primary -0.9, ASAP1 inh 14.0, DDE Tn6 FP inh 1.6, PLCg1 inh 2.0, PLCb3 inh -2.1, ADAM10 inh 5.8 and TDP2 absorb -5.1.
CCN1C(=O)[C@@H]2[C@@H](c3ccc(-c4ccc(Cl)c(Cl)c4)c(OC)c3)N3CCCC[C@@]3(C(=O)OC)[C@@H]2C1=O was read as ARFGAP1 inh -0.9, ADAM17 inh -0.7, DDE Tn7 FP inh 2.1, SIAE primary -2.3, ASAP1 inh 1.0, DDE Tn6 FP inh 0.7, PLCg1 inh -0.8, PLCb3 inh 0.5, ADAM10 inh -6.1 and TDP2 absorb -1.5.
Screening Nc1nc(SCC(=O)Nc2ccc([N+](=O)[O-])cc2)[nH]c(=O)c1NC(=O)c1ccc(Br)o1 returned ARFGAP1 inh -0.7, ADAM17 inh 0.4, DDE Tn7 FP inh -0.8, SIAE primary 8.3, ASAP1 inh 7.9, DDE Tn6 FP inh -2.1, PLCg1 inh 4.1, PLCb3 inh -3.8, ADAM10 inh 2.2 and TDP2 absorb 17.1.
`CC1CC(=O)Nc2ccccc2N1S(=O)(=O)c1cccc(Cl)c1` (configuration not stated) gave ARFGAP1 inh -0.3, ADAM17 inh 0.7, DDE Tn7 FP inh -6.6, SIAE primary -1.2, ASAP1 inh -4.2, DDE Tn6 FP inh 0.0, PLCg1 inh -0.1, PLCb3 inh 1.1, ADAM10 inh -2.9 and TDP2 absorb 4.1.
For CC(C)NC(=O)c1ccc2c3n(nc2c1)-c1ccccc1CO3 the results were ARFGAP1 inh 1.9, ADAM17 inh -40.6, DDE Tn7 FP inh 1.9, SIAE primary -7.9, ASAP1 inh 7.0, DDE Tn6 FP inh 8.4, PLCg1 inh -86.9, PLCb3 inh -90.2, ADAM10 inh -153.1 and TDP2 absorb -3.6.
Screening Cc1cc(C)cc(NC(=O)C(=O)NCCc2c[nH]c3ccccc23)c1 returned ARFGAP1 inh 7.3, ADAM17 inh 10.9*, DDE Tn7 FP inh -4.5, SIAE primary 0.0, ASAP1 inh -8.1, DDE Tn6 FP inh -1.1, PLCg1 inh 2.5, PLCb3 inh -9.1, ADAM10 inh 26.7* and TDP2 absorb -9.8.
`CCOC(=O)c1c(C(=O)OCC)c(C)n(CCc2ccc(OC)c(OC)c2)c1C` gave ARFGAP1 inh 2.8, ADAM17 inh -3.6, DDE Tn7 FP inh -4.5, SIAE primary -7.4, ASAP1 inh -1.5, DDE Tn6 FP inh -5.0, PLCg1 inh -3.9, PLCb3 inh -1.9, ADAM10 inh -10.0 and TDP2 absorb 0.5.
`COc1cc(/C=N/OCC(=O)NC2CCCCC2)ccc1OCc1ccccc1` gave ARFGAP1 inh -11.1, ADAM17 inh -0.1, DDE Tn7 FP inh 1.6, SIAE primary 2.6, ASAP1 inh -9.3, DDE Tn6 FP inh -1.2, PLCg1 inh 1.8, PLCb3 inh 0.6, ADAM10 inh 6.6 and TDP2 absorb 4.6.
COCCN(C(=O)CCC(=O)Nc1ccccn1)C(C(=O)NCCC(C)C)c1ccc(OC)cc1 (configuration not stated) was read as ARFGAP1 inh -1.1, ADAM17 inh -61.0, DDE Tn7 FP inh 0.1, SIAE primary -5.7, ASAP1 inh -4.9, DDE Tn6 FP inh -1.1, PLCg1 inh -3.1, PLCb3 inh 3.0, ADAM10 inh 2.0 and TDP2 absorb -1.2.
Screening C/C(=N\NC(=O)c1nnn(-c2nonc2N)c1CN(C)c1ccccc1)c1ccccc1O returned ARFGAP1 inh 18.0, ADAM17 inh -0.8, DDE Tn7 FP inh -2.6, SIAE primary 2.7, ASAP1 inh -4.1, DDE Tn6 FP inh 2.2, PLCg1 inh -26.2, PLCb3 inh -44.9, ADAM10 inh -2.0 and TDP2 absorb -3.3.
Screening O=C(Nc1ccc(-c2nnc(-c3ccccc3)o2)cc1)C1CCCO1 (configuration not stated) returned ARFGAP1 inh 5.9, ADAM17 inh -10.6, DDE Tn7 FP inh 9.4, SIAE primary 1.4, ASAP1 inh 17.5, DDE Tn6 FP inh 3.0, PLCg1 inh -9.7, PLCb3 inh -11.8, ADAM10 inh -16.9 and TDP2 absorb 4.7.
For CC1(C)CCc2cc(-c3ccnc(=S)[nH]3)ccc2O1 the results were ARFGAP1 inh 8.6, ADAM17 inh -6.3, DDE Tn7 FP inh -0.2, SIAE primary -2.3, ASAP1 inh -0.1, DDE Tn6 FP inh 3.2, PLCg1 inh -15.6, PLCb3 inh -23.6, ADAM10 inh -2.9 and TDP2 absorb -10.9.
Screening NC(=O)c1c(NC(=O)c2cnccn2)sc2c1CCCC2 returned ARFGAP1 inh 3.6, ADAM17 inh 1.2, DDE Tn7 FP inh -2.1, SIAE primary 0.8, ASAP1 inh 0.7, DDE Tn6 FP inh 0.3, PLCg1 inh 2.9, PLCb3 inh 5.3, ADAM10 inh -2.1 and TDP2 absorb -13.4.
O=C(Nc1ccc(Br)cn1)C1CCN(S(=O)(=O)c2cccs2)CC1 was read as ARFGAP1 inh 2.6, ADAM17 inh -1.4, DDE Tn7 FP inh -5.0, SIAE primary 0.0, ASAP1 inh -4.0, DDE Tn6 FP inh -0.9, PLCg1 inh 5.9, PLCb3 inh 5.7, ADAM10 inh 3.5 and TDP2 absorb -6.9.
